Bioassay records as filed in PubChem BioAssay.
TNAP inh hi DEA: inhibitors of human TNAP at high phosphate acceptor concentration; 200,000 tested, 0.03% active; purified TNAP, CDP-star luminescence, 1 M DEA; P05186; inhibition, % at 20 µM;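 active = over 50% inhibition of tissue-nonspecific alkaline phosphatase at 20 µM in the single-dose screen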;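 also: plate controls were DMSO wells for no effect and EDTA-quenched wells as full inhibition for full effect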
Target sequence (P05186 whole entry, looked up): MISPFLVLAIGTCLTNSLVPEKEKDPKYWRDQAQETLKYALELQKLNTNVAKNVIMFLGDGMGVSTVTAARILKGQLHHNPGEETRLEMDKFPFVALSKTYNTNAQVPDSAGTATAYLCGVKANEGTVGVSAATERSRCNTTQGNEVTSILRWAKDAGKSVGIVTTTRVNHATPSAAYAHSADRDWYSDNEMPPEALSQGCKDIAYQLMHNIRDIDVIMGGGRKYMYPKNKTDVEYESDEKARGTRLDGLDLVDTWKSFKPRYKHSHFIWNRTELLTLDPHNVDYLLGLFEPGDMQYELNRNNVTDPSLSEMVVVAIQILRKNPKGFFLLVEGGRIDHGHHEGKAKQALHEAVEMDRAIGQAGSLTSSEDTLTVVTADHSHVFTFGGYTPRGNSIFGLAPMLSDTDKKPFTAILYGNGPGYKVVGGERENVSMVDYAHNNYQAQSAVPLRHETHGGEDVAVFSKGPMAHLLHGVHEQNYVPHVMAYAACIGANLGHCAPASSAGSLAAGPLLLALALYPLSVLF
TNAP act hiacc: activators of human TNAP at high phosphate acceptor concentration; P05186; purified TNAP, CDP-star luminescence, 1 M DEA, 30 min; hits give high values; 0 = EDTA background, 1 = DMSO-only activity; activation factor at 20 µM; 200,000 tested, under 10 active; AID 1136;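 active = activation factor at least 2 at 20 µM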
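Measured by: Luminescent substrate turnover signal | Test system: Human TNAP | Input: TNAP 1/800 final | Dosing: 20 µM single point | Schedule: 30 min, room temperature | Controls: EDTA wells as negative control, DMSO wells as positive control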
bIAP inhibitor: blocks bovine intestinal alkaline phosphatase activity; AID 1019; 190,000 tested, under 10 active; inhibition, % at 20 µM; purified bovine IAP, CDP-star luminescence, 30 min;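 active = over 50% inhibition of intestinal alkaline phosphatase at 20 µM in the single-dose screen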
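Incubation: 30 min reaction at room temperature / Material: purified bovine intestinal alkaline phosphatase (IAP) enzyme / Input: enzyme at 1/65,000,000 dilution / Dosing: 20 µM single dose / Signal: CDP-star luminescence signal / Reagent: CDP-star chemiluminescent phosphatase substrate, 30 µM final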
Diaphorase act: diaphorase activation or chemical reduction counter-screen; Diaphorase/resazurin coupled assay, resorufin fluorescence, 16 min; hits give high values; 1 = vehicle wells, 0 = NADH-free wells; activation factor at 20 µM; 190,000 tested, 0.005% active; AID 1229;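 active = diaphorase activity raised at least twofold by the compound at 20 µM; inactive = activation factor below 2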
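Material: Purified diaphorase enzyme from Clostridium kluyveri | Buffer or medium: 50 mM HEPES pH 7.4 with 4.542 mM MgCl2, 0.005% Tween 20 | Times: 16 min enzyme reaction, ambient temperature | Signal: Red resorufin fluorescence at 544/590 nm excitation/emission | Measure: Increased resorufin signal from activators or reducing compounds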
TNAP inh no acc: TNAP (human) inhibition, acceptor-free conditions. purified TNAP, CDP-star luminescence, 30 min. inhibition, % at 20 µM. 200,000 tested, 0.26% active. AID 1012;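 active = tissue-nonspecific alkaline phosphatase inhibition above about 50% at 20 µM in the single-dose screen, limit read from the data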;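 also: 0% = DMSO negative control and 100% = EDTA positive control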
Diaph inh CS: counter-screen for diaphorase-based assays: diaphorase inhibitors and chemical oxidizers; diaphorase resazurin-to-resorufin fluorescence, NADH, 16 min; bacterial (C. kluyveri) enzyme, not human; inhibition, % at 20 µM; 190,000 tested, 0.69% active;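 active = primary screen inhibition at 20 µM above a set limit, cut at about 50% in these data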;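 also: plate controls were DMSO with full reaction for no effect and wells lacking NADH for full effect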
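Detection: fluorescence of resorufin formed from resazurin, Ex 544/Em 590 nm; test system: Clostridium kluyveri diaphorase enzyme; amount: 0.14 U/mL diaphorase, enzyme working solution; times: 16-min room-temperature incubation before reading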
PMI act hi M6P: increases human PMI activity with near-saturating mannose 6-phosphate. P34949. coupled PMI enzyme assay, resazurin fluorescence, 20 min; hits give high values; 1 = untreated enzyme, 0 = substrate-free blank. activation factor at 20 µM. 190,000 tested, 0.34% active. AID 1216;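 active = activation factor of 2 or more at 20 µM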
Target sequence (P34949 whole entry, looked up): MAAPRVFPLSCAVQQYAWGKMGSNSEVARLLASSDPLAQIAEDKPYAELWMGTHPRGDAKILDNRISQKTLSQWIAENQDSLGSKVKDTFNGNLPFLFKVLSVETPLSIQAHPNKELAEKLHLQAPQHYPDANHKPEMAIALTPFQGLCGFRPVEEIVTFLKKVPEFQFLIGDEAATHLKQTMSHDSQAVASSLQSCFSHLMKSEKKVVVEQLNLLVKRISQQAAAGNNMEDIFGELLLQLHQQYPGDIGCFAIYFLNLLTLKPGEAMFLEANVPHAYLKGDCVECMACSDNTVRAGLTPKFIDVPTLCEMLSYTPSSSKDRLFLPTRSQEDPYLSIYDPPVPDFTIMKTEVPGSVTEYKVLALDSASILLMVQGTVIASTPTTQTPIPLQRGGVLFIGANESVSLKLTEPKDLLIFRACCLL
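assay system = human phosphomannose isomerase with PGI, G6PDH, diaphorase coupling enzymes | quantity = 15 ng/mL PMI | incubation = enzyme reaction with compound 20 min at room temperature | medium = HEPES pH 7.4 buffer with MgCl2 and Tween-20 | compound dosing = one concentration, 20 µM, in 1% DMSO | measured by = Diaphorase-driven resazurin-to-resorufin fluorescence, excitation 544, emission 590 nm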
PMI act: activators of human phosphomannose isomerase; P34949; purified human PMI, coupled resazurin fluorescence, 20 min; hits give high values; 1 = vehicle control, 0 substrate-free wells; activation factor at 20 µM; 190,000 tested, 0.005% active; AID 1214;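 active = activation factor of 2 or more at 20 µM, relative to plate controls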
bIAP act: intestinal alkaline phosphatase (bovine) activation; purified bovine IAP, CDP-star luminescence, 30 min; hits give high values; fold of DMSO-control signal, blank-subtracted; activation factor at 20 µM; 200,000 tested, 0.17% active; AID 1016;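 active = activation factor of 2 or more at 20 µM, a signal rise over negative controls twice the positive control's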
Lmaj promast: inhibitors of Leishmania major promastigote growth. Leishmania major promastigotes, resazurin fluorescence viability. inhibition, % at 10 µM. 200,000 tested, 9% active. AID 1063; in the data active = inhibition above about 50%;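 also: promastigotes grown with compound for 44 hours at 28 °C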
Active calls of the source: *.

SMILES	TNAP inh hi DEA	TNAP act hiacc	bIAP inhibitor	Diaphorase act	TNAP inh no acc	Diaph inh CS	PMI act hi M6P	PMI act	bIAP act	Lmaj promast
Cc1ccc(CNC(=O)c2c(C)cc(=O)oc2C)cc1	1	1	6	0.9	-4	8	1.1	1.1	0.9	-4
CCC1(C)Cc2ccccc2-c2c1c(=O)n(-c1ccc(C)cc1)c1nnnn21 (configuration not stated)	-4	1	0	0.8	-11	18	0.9	0.9	1	-2
O=C(Nc1ccccc1)N(CCN1CCOCC1)Cc1cccc(Cl)c1	-1	1	0	1	6	1	1	1.1	1	9
CCOc1cccc(C2NC(=S)NC(C)=C2C(=O)Nc2ccccc2)c1 (configuration not stated)	-3	1	8	0.8	-8	17	1	0.8	0.9	1
COc1ccc(-c2nc[nH]c2[N+](=O)[O-])cc1	-2	1	0	0.9	-15	7	1	1	1	-3
N#CCSc1nc2ccccc2c(=O)n1CC1CCCC1	0	1	-12	0.8	-4	23	0.8	0.8	1.1	-4
CCCc1cc(C(=O)Nc2nccs2)cs1	-6	1.1	12	1	-13	2	1	0.9	0.9	5
CCOc1ccc(OCCCCN(C)C)cc1	-7	1.1	-3	0.8	-13	15	1.1	1.1	1	38
CCCCn1nnnc1SCC(=O)Nc1ccc2c(c1)OCCO2	-4	1	21	0.7	-8	28	0.8	0.8	0.8	-6
O=C(COC(=O)c1nc(Cl)ccc1Cl)NCc1ccccc1	1	1	-6	0.9	-2	9	0.9	1	1.1	-8
CCOC(=O)N1CCN(C(=O)CN(c2ccc(OCC)cc2)S(C)(=O)=O)CC1	-2	1	3	0.9	-9	6	1	1	1	-8
Cc1cccc(C)c1Nc1nnc(SCC(=O)Nc2ncc(C(F)(F)F)cc2Cl)s1	-1	1	-32	0.8	-1	20	0.9	0.9	1.3	-2
O=C(CNC(=O)c1ccccc1)NCc1ccc(Cl)cc1	-7	1.1	-2	1	-13	4	1	1	1	-6
O=C(NC1=NCCS1)c1csc2ccccc12	2	1	13	1	-6	2	1	1	0.9	-9
CCn1c(NC(C)=O)nc2ccccc21	0	1	4	0.9	-1	7	1	1	1	-5
O=C(c1ccco1)c1n[nH]nc1-c1ccccc1	-1	1	-1	0.9	-12	11	1	0.9	1	-6
CN1CCN(C(=O)C2(NC(=O)Nc3ccccc3Cl)CCCCC2)CC1	0	1	5	0.9	-9	5	1.1	1	0.9	15
Cc1ccc(C)c(N2CCN(S(=O)(=O)c3ccc4c(c3)OCCO4)CC2)c1	2	1	14	0.8	-2	18	0.8	0.8	0.9	0
Cc1ccc(-c2csc(NC(=O)CCCc3cccs3)n2)cc1	-4	1	-5	0.9	-5	15	0.9	0.9	1.1	9
O=C(Cn1nnc(-c2ccccc2NC(=O)c2ccccc2)n1)Nc1ccc2c(c1)OCCO2	-4	1	5	0.9	-11	6	0.9	0.9	0.9	-10
C/C(=N\NC(=O)c1cccnc1)c1ccc(OC2OCCOC2Oc2ccc(/C(C)=N/NC(=O)c3cccnc3)cc2)cc1 (configuration not stated)	-5	1	-73	1	-64	0	0.9	0.9	1.7	0
O=C(CCNC(=O)OCc1ccccc1)NC1CCCCCC1	-1	1	2	0.9	7	13	0.9	0.9	1	-6
Nc1nc(SCC(=O)c2cccc([N+](=O)[O-])c2)n[nH]1	1	1	6	0.9	-9	7	0.9	0.8	0.9	14
COc1cnc(N(C)C)nc1Sc1cccc(Cl)c1	-4	1	9	0.7	-14	26	0.9	0.9	0.9	10
Cc1ccnc2nc(C(=O)OCCOc3cccc(Br)c3)nn12	1	1	22	0.9	-8	11	1	1	0.8	-9
C#CCNC(=O)C1=C[C@@H](c2csc3ccccc23)C[C@@H](OCc2ccc(CO)cc2)O1	-2	1	2	0.7	-3	31	0.9	0.9	1	20
CN1C(=O)C(O)(CC(=O)/C=C/c2ccco2)c2cc(Br)ccc21 (configuration not stated)	0	1	1	0.8	-1	16	0.8	0.9	1	3
O=C(c1noc2c1CCCCC2)N1CCOCC1	-2	1	12	0.9	-9	14	1	1	0.9	23
COc1ccccc1C(=O)Nn1cnc2ccccc2c1=O	-7	1.1	10	0.9	-3	14	1	1.1	0.9	-4
CC(C)NC(=O)COc1ccc(OCc2ccccc2)cc1	-6	1.1	1	1	-8	4	1	1	1	-5
CCCCCn1c(N)c(-c2nc3ccccc3s2)c2c([N+](=O)[O-])nn(CC)c(=O)c21	-10	1.1	20	1	-2	3	1	1	0.8	16
CCCOc1cccc(C(=O)NC(=S)Nc2ccccc2)c1	-2	1	23	0.7	-6	27	0.9	0.9	0.8	17
CC1CCCCN1C(=O)c1ccccc1OC1CCN(S(C)(=O)=O)CC1 (configuration not stated)	1	1	-11	1	-4	1	1	1	1.1	8
COc1ccc(OCC(=O)Nc2ccc(N3CCOCC3)c(Cl)c2)cc1	-6	1.1	11	0.9	-15	14	1	1	0.9	0
Nc1nonc1-c1nc2ccccc2n1Cc1ccccc1	-2	1	8	0.9	-3	12	0.9	0.8	0.9	0
O=C(CCOc1ccccc1)Nc1cccc(S(=O)(=O)Nc2ccccc2Cl)c1	2	1	5	0.7	-10	31	0.9	0.8	0.9	19
CSc1nc2c(c(=O)[nH]1)C(c1cccc(Cl)c1Cl)CC(=O)N2 (configuration not stated)	-2	1	-13	1	-4	-1	1	1.1	1.1	-6
COc1cc(S(=O)(=O)N(C)C)ccc1F	-5	1	9	1	-10	2	0.9	1	0.9	-4
COc1ccc2[nH]c3c(NCCN4CCCCC4)ncnc3c2c1	-4	1	-31	1	-10	-2	0.9	0.9	1.3	40
CCOC(=O)CCCn1nc(C)n2c(cc3sccc32)c1=O	0	1	28	0.9	-6	5	1	1	0.7	8
C=CCn1c(SCC(N)=O)nnc1-c1cc(Br)ccc1O	-2	1	7	0.9	-5	8	1	0.9	0.9	-2
O=C(O)[C@@H]1[C@@H]2C[C@@H]2CN1c1ncccc1[N+](=O)[O-]	2	1	-6	0.6	2	39	0.3	0.7	1.1	-7
CCn1ncc(C2=NOC(C(=O)Nc3ccc4c(c3)OCO4)C2)c1C (configuration not stated)	-3	1	0	1	-4	-1	1.1	1	1	2
COc1ccc(CC(=O)OCC(=O)Nc2ccc3c(c2)OCO3)cc1OC	-3	1	-9	0.9	-12	5	0.8	0.9	1.1	-4
CCOC(=O)c1cnc2c(c(C)nn2CC)c1NCCN1CCOCC1	-4	1	1	1	0	-2	0.9	0.9	1	19
CCN(CC)Cc1c(O)ccc2c([N+](=O)[O-])c(C)n(-c3ccc(OC)cc3)c12	9	0.9	-1	0.9	2	5	1.1	1.1	1	69*
Cc1cc[n+](-c2[nH]c(=O)sc2/C=N/NC([S-])=Nc2ccccc2)cc1	8	0.9	15	0.9	2	14	1	1	0.8	14
COc1cccc(NC(=O)C23CCC(C)(C(=O)O2)C3(C)C)c1 (configuration not stated)	0	1	3	1.1	2	-12	1	1	1	-3
Cc1ccc(NC(=O)OCc2cncs2)cc1	-4	1	-4	0.9	-10	6	0.9	0.8	1	-6
CCCN1Cc2cccc(C(=O)Nc3ccc(CC)cc3)c2C1=O	-5	1	2	0.9	-18	11	1	0.9	1	-4
O=C(NN=C1CCCCC1)c1cc(-c2ccccc2)n[nH]1	3	1	-4	1	30	5	1.1	1	1	16
CCOC(=O)N/N=C(\C)c1ccc(Br)cc1	1	1	-1	1	-10	3	1.1	1	1	-4
COc1ccc2c(c1)c1ncn(CCN3CCCCC3)c(=O)c1n2C	-9	1.1	-4	1.1	-7	-8	0.9	0.9	1	39
COc1ccc(NC(=O)C/C(C)=N/NC(=O)C(=O)Nc2cccc(Cl)c2C)c(OC)c1	2	1	-17	1	-6	2	1.2	1.3	1.2	2
COc1ccc(-c2nnn(Cc3ccccc3F)n2)cc1	1	1	4	0.9	-7	14	0.9	1	1	1
Cn1c(C(=O)OC(C(=O)NC2CCCCC2)c2ccccn2)cc2sccc21 (configuration not stated)	-4	1	8	0.9	-9	11	0.9	0.9	0.9	2
COc1cc2c(cc1OC)C1=C(C#N)CN(C3CCCCC3)CN1CC2	-4	1	-10	0.7	-10	30	0.7	0.7	1.1	33
Cc1cccc(C)c1OCC(=O)N/N=C/c1ccncc1	-4	1	10	1	-10	0	1	0.9	0.9	1
O=C(NCCCCc1ccccc1)C12CN(Cc3ccccc3)CC1C(c1ccc([N+](=O)[O-])cc1)=NO2 (configuration not stated)	-7	1.1	15	1	-1	2	1.2	1.1	0.8	3
COc1ccc(C(=O)N2CCN(C(=O)c3ccncc3)CC2)cc1	-7	1.1	-1	0.9	-5	15	0.9	1	1	-5
C1CCN(Cc2nnnn2C2CCCC2)CC1	4	1	-9	1	-1	5	0.9	0.9	1.1	0
O=C1CCCC/C1=C/Nc1cccc(C(F)(F)F)c1	-4	1	-8	0.8	-6	18	0.8	0.8	1.1	7
